# Yp Topo-I inh = Y. pestis Topo-I inhibition via cleavage products; Y. pestis Topo-I cleavage product accumulation, plate reader; activity, % at 10 µM; actives 0.064% (n = 360,000); in the data active = activity above about 50%, passing the limit was not always enough; inconclusive = no clear call, values can overlap the other calls; note: inactives centre near 2
# BoNT-F LC inh = blocks Botulinum neurotoxin F light chain protease. inhibition, % at 10 µM. actives 0.22% (n = 360,000). Multiplex microsphere protease cleavage assay, flow cytometry; in the data active = inhibition above about 35%, passing the limit was not always enough; inconclusive = no clear call, values can overlap the other calls; note: plate controls were buffer without enzyme for full effect and enzyme alone for no effect
# PrPC TRFRET = cell surface PrPC inhibition, primary TR-FRET screen. TR-FRET read-out. inhibition, % at 13.8 µM. actives 0.43% (n = 370,000). AID 720596; in the data active = inhibition above about 24%; note: 0% = median of the test wells and 100% = reference compound wells
# Anthrax LF prot = anthrax lethal factor protease inhibition. P15917. multiplex microsphere protease cleavage assay, LF. inhibition, % at 10 µM. actives 0.12% (n = 360,000); note: plate controls were buffer without enzyme for full effect and enzyme alone for no effect
# TcdB inh = inhibitors of Clostridioides difficile toxin B glycohydrolase; P18177; inhibition, % at 9.99 µM; actives 0.24% (n = 350,000); TcdB glycohydrolase enzymatic assay, plate reader; in the data active = inhibition above about 10%
# Target sequence (P18177 whole entry, looked up): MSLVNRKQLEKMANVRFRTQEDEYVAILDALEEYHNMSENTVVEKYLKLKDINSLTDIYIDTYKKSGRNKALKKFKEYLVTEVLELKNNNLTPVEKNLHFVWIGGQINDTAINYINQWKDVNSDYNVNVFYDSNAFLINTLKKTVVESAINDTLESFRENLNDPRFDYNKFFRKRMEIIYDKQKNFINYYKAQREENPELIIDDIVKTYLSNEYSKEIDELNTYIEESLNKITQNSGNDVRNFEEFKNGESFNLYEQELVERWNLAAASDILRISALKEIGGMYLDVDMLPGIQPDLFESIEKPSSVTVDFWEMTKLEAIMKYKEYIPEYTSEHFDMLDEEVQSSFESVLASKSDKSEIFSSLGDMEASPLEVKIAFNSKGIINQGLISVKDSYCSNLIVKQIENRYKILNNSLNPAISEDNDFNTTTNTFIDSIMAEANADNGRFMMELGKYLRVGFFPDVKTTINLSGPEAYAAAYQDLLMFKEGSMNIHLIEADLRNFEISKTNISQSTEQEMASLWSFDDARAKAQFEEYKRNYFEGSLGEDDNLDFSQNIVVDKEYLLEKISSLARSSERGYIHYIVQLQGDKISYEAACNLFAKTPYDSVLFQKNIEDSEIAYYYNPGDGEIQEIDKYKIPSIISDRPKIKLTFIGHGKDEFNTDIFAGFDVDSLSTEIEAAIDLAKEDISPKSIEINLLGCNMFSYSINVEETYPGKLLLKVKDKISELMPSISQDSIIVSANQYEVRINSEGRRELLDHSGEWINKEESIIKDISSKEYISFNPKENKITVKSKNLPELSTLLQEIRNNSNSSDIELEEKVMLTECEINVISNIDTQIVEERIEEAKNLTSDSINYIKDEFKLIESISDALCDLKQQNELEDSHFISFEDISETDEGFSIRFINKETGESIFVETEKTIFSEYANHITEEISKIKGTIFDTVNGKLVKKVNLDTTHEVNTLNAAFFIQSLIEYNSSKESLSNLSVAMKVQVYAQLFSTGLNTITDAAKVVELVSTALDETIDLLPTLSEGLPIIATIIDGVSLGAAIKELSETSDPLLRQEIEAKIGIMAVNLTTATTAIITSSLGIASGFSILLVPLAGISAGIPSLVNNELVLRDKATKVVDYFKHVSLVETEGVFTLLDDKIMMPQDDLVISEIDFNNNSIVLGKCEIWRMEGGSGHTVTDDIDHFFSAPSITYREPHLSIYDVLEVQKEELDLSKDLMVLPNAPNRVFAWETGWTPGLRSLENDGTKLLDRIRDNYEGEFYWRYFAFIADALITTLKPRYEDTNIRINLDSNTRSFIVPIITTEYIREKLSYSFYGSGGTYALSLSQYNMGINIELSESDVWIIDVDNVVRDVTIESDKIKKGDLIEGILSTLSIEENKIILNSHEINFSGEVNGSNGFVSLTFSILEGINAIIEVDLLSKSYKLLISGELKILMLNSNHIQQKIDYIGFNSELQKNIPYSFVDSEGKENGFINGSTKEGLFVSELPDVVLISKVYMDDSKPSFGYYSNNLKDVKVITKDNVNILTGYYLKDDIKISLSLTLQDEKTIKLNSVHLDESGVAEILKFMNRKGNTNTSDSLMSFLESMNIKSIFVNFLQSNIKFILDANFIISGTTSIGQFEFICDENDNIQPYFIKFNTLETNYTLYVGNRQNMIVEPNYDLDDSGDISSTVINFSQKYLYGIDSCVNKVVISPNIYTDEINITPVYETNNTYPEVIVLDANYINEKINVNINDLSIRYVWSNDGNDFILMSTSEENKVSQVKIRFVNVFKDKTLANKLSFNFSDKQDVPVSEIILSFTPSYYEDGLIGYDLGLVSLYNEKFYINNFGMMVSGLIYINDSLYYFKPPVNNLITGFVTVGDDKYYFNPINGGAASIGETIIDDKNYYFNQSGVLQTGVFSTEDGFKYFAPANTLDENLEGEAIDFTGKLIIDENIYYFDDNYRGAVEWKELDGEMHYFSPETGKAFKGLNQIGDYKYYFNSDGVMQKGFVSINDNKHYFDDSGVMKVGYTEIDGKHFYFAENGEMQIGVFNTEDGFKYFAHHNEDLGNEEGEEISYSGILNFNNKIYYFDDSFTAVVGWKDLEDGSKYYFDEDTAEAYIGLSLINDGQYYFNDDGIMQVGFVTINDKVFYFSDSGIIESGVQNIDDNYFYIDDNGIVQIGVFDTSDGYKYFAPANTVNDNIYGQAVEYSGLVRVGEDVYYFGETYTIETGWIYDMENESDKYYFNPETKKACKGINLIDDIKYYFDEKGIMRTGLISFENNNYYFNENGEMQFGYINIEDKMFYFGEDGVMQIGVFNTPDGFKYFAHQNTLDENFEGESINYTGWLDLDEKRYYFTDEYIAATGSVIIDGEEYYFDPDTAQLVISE
# CCHFV vOTU inh = blocks the CCHF virus ovarian tumor domain protease; AID 651958; CCHFV vOTU protease, Pep-AMC fluorescence; inhibition, % at 11.5 µM; actives 0.55% (n = 370,000); in the data active = inhibition above about 30%; note: 0% = vehicle wells with enzyme and 100% = no enzyme wells
# BoNT-A LC inh2 = inhibitors of Botulinum neurotoxin A light chain protease. inhibition, % at 10 µM. multiplex microsphere protease substrate cleavage, flow cytometry. actives 0.17% (n = 360,000); note: plate controls were buffer without enzyme for full effect and enzyme alone for no effect
# FadD28 binding = M. tuberculosis FadD28 bisubstrate binding inhibition. FadD28 bisubstrate probe binding, fluorescence polarization. inhibition, % at 12.5 µM. actives 0.22% (n = 360,000). AID 588549; in the data active = inhibition above about 8.5%, passing the limit was not always enough; inconclusive = no clear call, values can overlap the other calls
# PfHsp40 rescue = rescue of PfHsp40-mediated yeast toxicity; S. cerevisiae expressing PfHsp40, growth rescue, ATP luminescence; growth rescue, % at 12.5 µM; actives 0.68% (n = 340,000); AID 504582; in the data active = growth rescue above about 28%, passing the limit was not always enough; inconclusive = no clear call, values can overlap the other calls;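 note: yeast W303a lacking pdr1 and pdr3 grown in galactose medium; growth measured after three days at 30 °C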
# Active calls of the source: *; ? = inconclusive; / = no result given; & = joins results of further samples. Cut-off read from the data, not from the text of the source, unless noted: active = inhibition above about 30%; inconclusive = no clear call, values can overlap the other calls; inactive = below that.
SMILES,Yp Topo-I inh,BoNT-F LC inh,PrPC TRFRET,Anthrax LF prot,TcdB inh,CCHFV vOTU inh,BoNT-A LC inh2,FadD28 binding,PfHsp40 rescue
CCCCC(CCC(=O)Nc1ccc(C(=O)OCC)cc1)C(=O)O (stereo not given),-0.2,21.2,-0.2,-3.0,/,2.5,0.5,0.3,0.1
CCN(CC)c1ccc(NC(=O)c2cnc3ccccn3c2=O)c(C)c1,-3.6,-34.6,-5.3,-10.5,/,-9.7,2.7,-1.8,-0.5
CC(=O)Nc1ccc(OC(=O)c2cc3cc(Br)ccc3oc2=O)cc1,-4.0,0.0,7.7,-1.4,/,-5.2,0.6,-0.1,1.4
c1ccc(CNc2nc3ccccc3n2CCN2CCOCC2)nc1,1.4,4.5,-1.6,-0.3,0.9,-15.5,0.0,0.3,0.4
COc1cc(NC(=O)CN(c2cc(C)cc(C)c2)S(=O)(=O)c2c(C)noc2C)cc(OC)c1,7.4,-3.5,2.8,-7.1,1.7,7.4,-0.5,-1.5,1.9
COc1ccc(NC(=O)c2ccc(NC(=O)CSc3nccc(=O)[nH]3)cc2)cc1,-3.6,-8.5,6.5,-6.9,0.3,-3.8,0.0,-0.5,-1.7
O=c1cc(CN2CCN(C/C=C/c3ccccc3)CC2)c2cc(O)c(-c3ccccc3)cc2o1,-0.2,-7.9,-5.2,-5.8,/,0.6,-0.4,-4.5,-1.2
O=C(Nc1nnc(C2CCCCC2)s1)C1CC(=O)N(c2ccc(F)cc2)C1 (stereo not given),3.9,-0.4,4.6,-1.3,0.8,-12.9,-1.2,0.4,0.6
Cc1nc2ccc(C(=O)O)cc2nc1C,2.3,5.4,0.7,0.0,/,-3.8,-0.7,-4.2,1.3
CSCC[C@H](NC(=O)Cc1ccc(Cl)cc1)C(=O)N1CCC2(CC1)NCCc1[nH]cnc12,1.3,-3.3,2.4,1.1,1.6,-13.3,-1.3,-1.1,2.3
CCOCC(=O)NC1CCc2cc(OC)c(OC)c(OC)c2-c2ccc(SC)c(=O)cc21 (stereo not given),8.9,-1.8,-8.3,0.2,-0.5,-4.7,0.1,-3.6,-0.8
Cc1csc(NC(=O)CSc2ncnc3c2cnn3-c2ccccc2Cl)n1,9.2,1.3,/,-5.6,/,/,-0.4,-2.0,3.4
Cc1ccccc1Nc1nc(CSc2nnnn2-c2ccccc2)cs1,4.1,3.0,-0.3,-0.1,/,-9.6,0.2,-2.7,0.9
Cc1ccc2nc(SCC(=O)Nc3cccc(S(=O)(=O)N(C)C)c3)[nH]c2c1,0.6,-5.0,18.8,-0.8,/,17.8,-0.3,0.6,1.3
CC(C)C(NC(=O)c1c(F)cccc1F)C(=O)N1CCN(S(=O)(=O)/C=C/c2ccccc2)CC1 (stereo not given),10.7,-8.8,-7.1,-0.9,0.5,-1.6,-0.2,-2.7,0.7
C/C=N/N(c1ccccc1)c1ccccc1,-3.0,3.0,2.4,1.2,2.0,-1.5,0.9,0.4,-0.4
O=C(NCCc1ccc(Cl)cc1)C1CCN(C(=O)N2CCOc3ccccc32)CC1,33.8,-4.7,3.0,-1.8,-0.5,-2.5,-0.5,-3.4,0.2
COCCCNC(=O)C[C@H]1C[C@H](C(=O)N2CCCCC2)[C@@]2(CCc3ccccc3)c3[nH]c4cc(CCC(=O)N(C)C)ccc4c3CCN2C1=O,23.8,-3.0,/,-4.1,/,/,-0.3,-2.1,-0.3
O=C(CN1CCOCC1)NCCNS(=O)(=O)c1ccccc1,3.2,-5.1,0.5,-3.8,0.8,-8.5,2.4,-0.3,-2.3
COc1ccccc1CNC(=O)COC(=O)c1cc(=O)[nH]c2ccccc12,6.8,/,3.4,/,1.0,15.1,/,-1.3,0.4
O=C(Cc1ncc(C(F)(F)F)cc1Cl)NC1CC1,4.7,-1.2,2.8,-5.3,1.8,-10.6,-0.6,0.6,-1.4
O=C(CN1CCN(c2ccc(F)cc2)CC1)Nc1cccc(C(F)(F)F)c1,-0.4,8.6,1.9,0.7,/,15.5,0.3,0.7,1.1
COc1ccc(N(C)S(=O)(=O)c2cccc(C(=O)Nc3nc(C)c(C(C)=O)s3)c2)cc1,-5.2,4.1,1.4,3.0,1.2,35.2*,-0.7,-5.1,1.1
CCCc1cc(=O)n2c(nc3ccccc32)[nH]1,-5.9,-27.6,0.7,-7.9,/,-6.5,-0.9,-0.5,-0.4
O=C(c1ccccc1)N(Cc1cccnc1)C1(C(=O)Nc2ccccc2)CCCCC1,-1.8,-1.8,8.5,0.4,/,10.7,-0.3,-1.4,-0.2
CCC1CCCCN1CCCNC(=O)c1cn(CC)c2ccc(S(=O)(=O)N(C)C3CCCCC3)cc2c1=O (stereo not given),6.8,2.4,-15.9,1.3,0.5,10.8,0.9,-3.9,-1.1
Cc1cccc(N(C)S(=O)(=O)c2c(C)noc2C)c1,3.9,-2.9,-7.7,-1.0,-1.3,9.9,-0.7,-0.4,-0.7
CCC(=O)Nc1nnc(SCC(=O)Nc2ccc3c(c2)OCCO3)s1,-13.1,-5.0,10.1,3.9,-0.8,1.8,-0.6,-1.7,-0.7
Cc1csc(SCc2nc3sc4c(c3c(=O)[nH]2)CCC4)n1,3.4,-10.5,6.3,3.8,/,-10.7,0.3,-1.0,-0.2
CC1CN(C(=O)Nc2ccccc2)c2ccccc2-[n+]2ccsc21 (stereo not given),6.4,-5.9,-6.4,-0.2,/,-1.9,0.0,0.5,1.2
Cc1ccc(-c2nc(NC(=O)c3nn(C)cc3[N+](=O)[O-])sc2C)cc1,3.4,4.3,22.0,0.1,1.0,9.5,0.4,-3.7,-0.3
COCCN1C(=O)C(=O)/C(=C(/O)c2ccc(C)cc2)C1c1ccccn1 (stereo not given),-9.6,10.5,-2.3,8.6,1.8,10.9,0.1,-0.7,8.4
c1ccc(-n2nc3c(ccc4cnnc43)[nH]2)cc1,3.6,-9.4,2.4,0.5,/,-34.5,0.3,-1.8,0.1
CC(C)N1CCN(Cc2ccc3nsnc3c2)CC1CCO (stereo not given),-1.2,-1.8,-32.8,-5.2,0.2,-15.0,-1.4,-2.0,-1.0
CSCCC(NS(=O)(=O)c1cccc(C(F)(F)F)c1)C(=O)N(C)Cc1ccc2c(c1)OCCO2 (stereo not given),0.4,-5.5,-4.3,-2.3,1.8,10.3,0.2,-3.2,2.9
CCCCCCC/C(C)=N/NC(=O)CC(=O)NCCc1ccccc1,0.4,14.2,-4.3,-2.3,/,11.1,0.0,-3.2,-0.1
CN(C)c1ccc(CNC(=O)c2cc(S(=O)(=O)N3CCCC3)cn2C)cc1,5.1,2.8,14.0,1.4,-6.8,-0.1,0.2,0.3,-1.4
CCOc1cc(NC(=O)c2ccco2)c(OCC)cc1NC(=O)Cc1cccc(OC)c1,-8.5,-28.9,4.2,-1.2,/,10.2,0.2,-2.6,0.2
CCC(C)[C@H](NC(=O)C1CC(=O)N(c2ccc3c(c2)OCCO3)C1)C(=O)N1CCCCC1 (stereo not given in full),1.0,5.1,1.9,-0.8,0.5,-2.5,1.1,-2.6,0.8
CCCNC(=O)N[C@@H](Cc1ccccc1)C(=O)OC,-3.5,-0.3,-2.0,-3.6,/,1.2,?,-2.2,-1.7
COc1cc(C(=O)NCC(=O)Nc2ccc(F)c(F)c2)ccc1OCC(=O)N1CCOCC1,-5.8,1.0,-8.3,3.9,0.2,16.2,-2.5,0.2,1.0
O=C(Nc1cccc(Cl)c1)N1CCOCC1,0.5,?,-2.0,-3.8,0.3,9.3,3.1,-1.4,-1.4
C[C@@H]1CCCCO[C@H](CN(C)Cc2ccc(C(=O)O)cc2)[C@H](C)CN([C@@H](C)CO)C(=O)c2cc(NC(=O)Nc3ccc(C(F)(F)F)cc3)ccc2O1,37.0,4.3,5.0,-8.5,0.7&1.0,21.9,-0.3,7.6,/
COc1ccc(S(=O)(=O)N2CCOC2CNC(=O)C(=O)NCc2ccccc2Cl)cc1 (stereo not given),27.5,-2.0,-2.6,-2.6,0.8,14.4,2.5,-2.5,0.6
COc1cc2cc(C)c(Br)c(OC)c2cc1OC,18.5,-7.4,-11.6,-11.5,2.7,19.5,0.1,-2.8,4.2
CCN(CC)c1ccc(NC(=O)CN2C(=O)NC3(CCc4ccccc43)C2=O)cc1 (stereo not given),-10.4,3.2,-6.3,0.0,2.0,-3.0,1.4,/,0.3
CC1CN(C(=O)CCC(=O)NCc2ccc(Cl)cc2)c2ccccc2S1 (stereo not given),1.7,-6.5,13.6,0.1,0.2,-3.5,0.1,-1.5,1.4
COc1ccc(C(NC(=O)c2ccc(=O)[nH]c2)C(=O)Nc2ccc(C(C)C)cc2)cc1 (stereo not given),-5.2,-8.3,15.2,-4.8,0.4,22.9,1.1,-3.0,0.8
COC(=O)c1sccc1NC(=S)N1CCN(c2ccccc2F)CC1,2.9,18.2,7.1,-1.3,/,-2.9,1.2,-1.8,0.8
CC(=O)N1CCc2cc(C(=O)CN3CCCCC3)ccc21,10.8,-3.4,1.4,-2.6,2.1,-2.7,-0.4,-4.4,-0.6
# Next compounds.
SMILES,Yp Topo-I inh,BoNT-F LC inh,PrPC TRFRET,Anthrax LF prot,TcdB inh,CCHFV vOTU inh,BoNT-A LC inh2,FadD28 binding,PfHsp40 rescue
CCn1ncc(/C=N/NC(=O)c2cc(Cl)ccc2OC)c1C,-4.8,-5.7,1.4,0.7,1.3,3.0,-0.3,-3.6,2.3
Fc1ccccc1-c1nc(-c2ccc(Cl)cc2)no1,4.8,-5.6,-2.7,0.8,/,-7.3,-0.1,-1.4,1.7
O=C(OCc1cccc([N+](=O)[O-])c1)c1cnccn1,-7.8,-4.9,-2.1,-1.5,8.8,-7.0,0.7,-4.1,-0.9
CCc1nc2ccc(C(=O)NCc3ccccc3OC)cn2c1N(C)Cc1ccc(OC)cc1,6.6,4.5,3.4,1.0,1.9,2.7,-0.1,0.0,/
O=C(O)CCC(=O)N1CCN(c2nc(-c3ccccc3)c3cc(Br)ccc3n2)CC1,31.6,-13.6,7.1,-4.9,2.6,-9.4,-1.6,-1.2,3.1
CCOc1ccc(NC(=O)Cn2nnc(C(=O)NCc3ccc4c(c3)OCO4)c2N)cc1,42.4,6.7,6.3,-1.3,0.9,-4.0,1.7,0.1,-1.4
C[C@H](CO)N1C[C@H](C)[C@@H](CN(C)C(=O)Nc2ccccc2)Oc2ccc(NC(=O)C3CCCCC3)cc2C1=O,6.2,-2.5,-0.6,7.4,1.4&0.9,-5.5,-0.3,-3.6,11.9
COc1ccc(-c2nn(CC(=O)Nc3ccc(Cl)c(Cl)c3)c(=O)c3ccccc23)cc1,-8.3,-6.2,-3.5,-1.0,/,9.4,0.1,-2.1,-1.3
COc1cc(/C=C/CNC[C@H]2O[C@@H](n3cnc4c(=O)[nH]c(N)nc43)[C@H](O)[C@@H]2O)ccc1O,/,-3.8,-0.5,2.7,-2.7,18.6,0.7,-0.7,/
O=C(COC(=O)CN1C(=O)NC2(CCCC2)C1=O)Nc1ccc(C(F)(F)F)cc1[N+](=O)[O-],-2.7,0.2,-11.0,-1.5,2.4,0.6,2.9,-1.4,-1.7
O=C(NC1CCCCC1)C(=O)c1c(-c2ccccc2)[nH]c2ccccc12,2.4,-12.1,5.4,-8.2,-0.5,7.5,-0.3,-2.1,-1.4

# Screening data from PubChem BioAssay.
